Bioassay records (PubChem BioAssay)
Dynein cargo inh: inhibitors of GR-EGFP nuclear translocation, primary screen, dynein cargo transport inhibitor project, imaging, high-content, 3617.4 mouse cells; 0.47% of 220,000 active; test concentration mostly 20 µM; stimulated with dexamethasone, 1 µM; stronger effect = lower value; AID 1381, 2008; z-score, hits read low;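 active = plate z-score of nuclear minus cytoplasmic receptor signal below a set negative limit, without overly bright fluorescence or cell loss, cut at about -3.5 in these data, passing the limit was not always enough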;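 note: z-score of nuclear minus cytoplasmic ring GR-EGFP intensity difference per well; some compounds called inactive have numbers as strong as hits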
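medium = tetracycline-free induction medium containing charcoal-stripped FBS | probe or stimulus = dexamethasone, 1.0 µM final | timing = 48 h induction, then 1 h compound, then 30 min agonist, 37 °C | detection = automated 10x imaging of fixed Hoechst-stained cells | read-out basis = nuclear versus cytoplasmic GR-EGFP signal, averaged per well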
Ins promoter up: insulin promoter activators in MIN6 cells, imaging, high-content screening, mouse beta cells; z-score at 5 µM; 0.3% of 190,000 active; MIN6 insulin promoter-GFP reporter; stronger effect = higher value;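 active = z-score above 3 at 5 µM with at least 500 cells counted in the well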
Autophagy mod: autophagy modulators in MEF cells, primary screen, imaging, high-content, MEF GFP-LC3 | MEF GFP-LC3 puncta imaging; test concentration mostly 10 µM | calls only at 10 µM (by protocol) | 0.98% of 190,000 active | AID 463193, 2010;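 active = percentage of spot-positive cells more than 3 SD above its plate mean, without a fluorescence outlier flag or 80% toxicity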;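 note: spot-positive cell cutoff set from DMSO-treated cells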
PMI inhibition: human PMI inhibitors, high substrate, primary screen, biochemical, fluorescence intensity, high mannose 6-phosphate (AID 1220); Mannose-6-phosphate isomerase (Homo sapiens); recombinant PMI enzyme, coupled fluorescence intensity; higher % means a stronger effect; inhibition, % at 20 µM, or IC50 in µM where a hit was titrated; 0.66% of 190,000 active
MT stabilize HCS: microtubule stabilizers in HeLa cells, primary screen, imaging, high-content imaging | % tubulin-high responders, % at 10 µM | HeLa tubulin immunostaining HCS, 24 h; share of cells brighter than vehicle mean+2SD | 0.83% of 200,000 active | AID 2205, 2009;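 active = plate Z-score above 3 for both tubulin-high and condensed-nucleus cell shares, with cell loss under 80%, at 10 µM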;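 note: anti alpha tubulin signal scored within the nucleus-defined area of each cell; some results filed as inactive read as strong as hits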
PMI inhibitors: inhibitors of human PMI, primary screen, biochemical, fluorescence intensity, coupled assay (AID 1209); Mannose-6-phosphate isomerase (Homo sapiens); inhibition, % at 20 µM, or IC50 in µM where a hit was titrated; purified PMI enzyme, coupled fluorescence intensity; higher % means a stronger effect; 0.42% of 190,000 active;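 note: plate controls were DMSO vehicle for no effect and wells lacking substrate for full effect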
b-catenin transl: modulators of beta-catenin nuclear translocation, primary screen, imaging, HeLa cells, immunofluorescence, high-content | AID 1665, 2009 | 0.3% of 190,000 active | nuclear translocation activity, % at 5 µM;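 active = nuclear translocation activity above 50% at 5 µM, with a well cell count of 50 or more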;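 note: per-cell ratio of nuclear to cytoplasmic median beta-catenin stain intensity; plate controls were DMSO negative control for no effect and GSK-3 inhibitor IX positive control for full effect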
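System: Human HeLa cells, endogenous beta-catenin | Compound dosing: 5 µM primary, 0.02–20 µM confirmation | Timing: 24 h compound exposure at 37°C, 5% CO2 | Measured by: Fluorescence imaging of beta-catenin antibody stain plus DAPI | Read-out basis: % activation of per-cell nuclear versus cytoplasmic median beta-catenin signal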
WT yeast gro inh: growth inhibition of WT strain, primary screen, mitochondrial fusion inhibitor project, WT and mutant strains, chemical genetic; mitochondrial fusion phenotypic screen; inhibition, % at 10 µM; 2.1% of 190,000 active; AID 1362, 2008; in the data active = inhibition above about 58%; tested in S. cerevisiae
Yfh1-depleted yeast: enhancers of respiration in Yfh1-depleted yeast, dose response, Friedreich's ataxia, plus single-dose screen (AID 1465) | S. cerevisiae Yfh1-off respiration, WST-1 reduction, 72 h; higher fold induction means a stronger effect | 0.074% of 220,000 active | fold induction at 50 µM; hits with a dose series show EC50 in µM;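 active = fold induction of absorbance versus untreated yeast above a set limit, then at least 30% activation at any dose in follow-up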;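 note: activators that raise dye reduction in frataxin-depleted yeast; strong numbers were not always called active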
WT yeast gro inh mutant strain: further read-out of WT yeast gro inh, marked with its call; inhibition, %; mitochondrial fusion phenotypic screen, mutant strain inhibition
Dynein cargo inh cytoplasmic EGFP: further read-out of Dynein cargo inh, marked with its call; z-score; measured here: cytoplasmic GR-EGFP intensity; stronger effect = higher value
Dynein cargo inh nuclear GR-EGFP: recorded beside Dynein cargo inh, whose call it bears; z-score; measured here: nuclear GR-EGFP intensity;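 lower value marks the stronger effect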
Dynein cargo inh cell count: further read-out of Dynein cargo inh, marked with its call; z-score; measured here: cell count per field
Ins promoter up cell count: second read-out of Ins promoter up, no call of its own (marks repeat the call); cell count; measured here: cytotoxicity, nuclei count;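 total cells summed across four imaged fields per well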
b-catenin transl cell count 5 µM: further read-out of b-catenin transl, marked with its call; cell count; measured here: cell count, cytotoxicity flag
MT stabilize HCS Hoechst-high %: also measured in MT stabilize HCS; calls as there; % Hoechst-high responders; measured here: nuclear condensation Hoechst responders;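 share of cells brighter than vehicle mean plus two SD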
MT stabilize HCS cytotoxicity %: second read-out of MT stabilize HCS, no call of its own (marks repeat the call); toxicity, %; measured here: cytotoxicity by cell density;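 0% = mean cell density of plate MIN control wells and 100% = no cells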
Autophagy mod cell loss 18 h: second read-out of Autophagy mod, no call of its own (marks repeat the call); toxicity, %; measured here: cell loss, nuclei count;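 cell loss after 18 h compound exposure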
* marks the source's active call; other numbers are inactive results; i = inactive; x = not tested or not shown. Cut-off read from the data, not from the text of the source, unless noted: active = inhibition above about 50%; inactive = the rest.

SMILES | Dynein cargo inh | Dynein cargo inh cytoplasmic EGFP | Dynein cargo inh nuclear GR-EGFP | Dynein cargo inh cell count | Ins promoter up | Ins promoter up cell count | Autophagy mod | Autophagy mod cell loss 18 h | PMI inhibition | MT stabilize HCS | MT stabilize HCS Hoechst-high % | MT stabilize HCS cytotoxicity % | PMI inhibitors | b-catenin transl | b-catenin transl cell count 5 µM | WT yeast gro inh | WT yeast gro inh mutant strain | Yfh1-depleted yeast
CC(=O)C1=C(C)OC(N)=C(C#N)C1c1cccc([N+](=O)[O-])c1 (stereo unspecified) | -1.64 | -0.144 | -0.983 | 1.1 | 0.89 | 1589 | i | 3.8 | 56.7%* | 1.9 | 2.6 | 12.3 | 7.2% | -0.4 | 957 | -11.8 | -13.4 | i
COC(=O)c1ccc(NS(=O)(=O)c2ccccc2)o1 | -0.236 | -0.35 | -0.14 | 0.307 | 0.46 | 1305 | i | 0.1 | -28.1% | 4.2 | 1.5 | 9.8 | -40.7% | -0.4 | 1098 | 4.9 | 5.4 | i
O=C(NC1CCCCCC1)C1CCCN(S(=O)(=O)c2cnc[nH]2)C1 (stereo unspecified) | -0.749 | -0.269 | -0.251 | 0.601 | -0.15 | 937 | i | 0.5 | 1.0% | 1.6 | 4.7 | 6.2 | -5.9% | x | x | -6.6 | -11.2 | i
S=c1[nH]nc(-c2cc3c(s2)-c2ccccc2CC3)o1 | -0.522 | -0.208 | -0.552 | 0.0865 | -0.28 | 1907 | i | -1.2 | -16.2% | 1.3 | 1.3 | 2.4 | -9.6% | 1.3 | 1003 | 46.3 | 32.4 | i
O=C(CNC(=O)c1ccncc1)N/N=C/c1ccccn1 | 1.85 | -0.113 | 1.29 | -0.217 | 0.05 | 1277 | i | -12.5 | 10.0% | x | x | x | -2.4% | 0.0 | 1086 | 9.1 | -1.9 | i
CCOC(=O)C1CCCN(C(=S)Nc2cccc(Cl)c2)C1 (stereo unspecified) | -0.865 | 0.0964 | -0.638 | 0.299 | -2.4 | 753 | i | 5.4 | 11.7% | 3.5 | 2.8 | 10.0 | 17.4% | -1.3 | 1068 | -1.4 | 11.8 | i
O=C(COc1ccc2ccccc2c1)NNC(=O)c1cnccn1 | -0.141 | -0.254 | 0.0827 | 0.215 | -0.04 | 1229 | i | -6.3 | 11.7% | 2.7 | 2.6 | 5.0 | 4.2% | 0.9 | 884 | -4.9 | 10.6 | i
CC(C)NC(=O)C(C)n1cccc1C(=O)c1ccccc1 (stereo unspecified) | -0.462 | -0.2 | -0.335 | 0.148 | -0.46 | 1608 | i | -2.9 | -2.0% | 1.8 | 1.7 | 6.3 | -10.0% | -0.3 | 1347 | 2.9 | -17.2 | i
CCc1nnc(NC(=O)CSc2nnc(Cc3cc(=O)[nH]c(=O)[nH]3)n2-c2cccc(OC)c2)s1 | 0.05 | -0.22 | 0.102 | 0.442 | 0.3 | 1268 | i | 14.4 | -10.6% | 4.5 | 2.5 | 6.8 | -21.1% | 1.4 | 1138 | -11.5 | -26.1 | i
Cc1cc(C)nc(NC(=O)CSc2nc3ccccc3s2)n1 | -0.537 | 0.338 | -0.405 | 0.308 | x | x | i | 11.9 | -1.2% | 1.7 | 1.8 | 10.9 | -1.9% | x | x | -2.4 | -7.4 | i
Cc1cc(C)n2nc(SCC#N)nc2n1 | 0.841 | 1.24 | 1.13 | -1.39 | 0.49 | 1220 | x | x | -7.3% | 5.2 | 2.6 | 5.5 | -6.7% | -5.2 | 1240 | 4.1 | 3.4 | i
O=C(/C=C/c1cccs1)N1CCC2(CC1)Oc1ccc(F)cc1C(=O)C21CC(c2ccc(Cl)cc2)=NO1 (stereo unspecified) | 0.189 | -0.805 | 0.238 | 0.217 | 0.47 | 662 | x | x | x | x | x | x | x | -1.2 | 1392 | x | x | i
CCN1/C(=C/C=C/C=C/c2sc3ccccc3[n+]2CC)Sc2ccccc21 | -2.41 | 4.39 | -0.467 | 0.354 | x | x | i | 14.2 | -70.0% | 95.4 | 1.7 | 22.8 | -28.2% | x | x | 85.8 | 91.4 | i
Cc1cc(NC(=O)CCCS(=O)(=O)c2nc(-c3cccs3)cc(C(F)(F)F)n2)no1 | -4.83* | 0.986* | -2.22* | -0.159* | 0.97 | 1259 | i | 26.9 | 0.2% | 6.1 | 1.3 | 8.6 | 2.2% | -3.9 | 898 | 0.4 | -6.3 | i
Cc1cc(N2CCOCC2)nc(-c2ccc([N+](=O)[O-])cc2)n1 | -0.127 | 0.0771 | -0.28 | 1.18 | -0.46 | 1533 | i | -18.4 | -3.3% | 3.3 | 1.4 | 6.2 | -2.0% | 0.5 | 1261 | -9.1 | -5.7 | x
O=C(CN1CCN(c2ccc(F)cc2)CC1)c1ccc2c(c1)OCO2 | 0.479 | -0.196 | -0.0589 | -0.134 | 0.48 | 1545 | i | 1.5 | -50.4% | 2.3 | 1.0 | 3.2 | -30.2% | 0.8 | 1362 | -4.1 | 12.5 | x
O=c1c2cc(N3CCOCC3)ccc2[nH]c(=S)n1CCCN1CCCC1 | 0.836 | 0.24 | 1.44 | -1.68 | -0.64 | 1737 | i | -7.1 | -2.9% | 2.0 | 1.8 | 8.1 | 4.8% | -0.6 | 1019 | 21.7 | 17.2 | i
CCOC(=O)N1CCN(C(=O)/C(=C/c2ccc(OC)c(OC)c2)NC(=O)c2ccccc2)CC1 | 1.64 | -0.0514 | 1.51 | -1.4 | 0.2 | 1632 | i | 1.2 | 2.5% | 2.4 | 1.3 | 4.6 | 2.6% | 0.0 | 976 | 11.4 | 10.2 | i
CSc1nnnn1-c1ccc(C(=O)O)cc1 | -0.359 | -0.256 | 0.0319 | 0.25 | 0.29 | 1598 | i | -31.7 | -1.9% | 2.3 | 1.7 | 2.3 | -9.3% | 0.5 | 1317 | -13.8 | 9.7 | i
COc1ccccc1/C=C/CN1CCCC(CCC(=O)NCc2ccc(F)c(F)c2)C1 (stereo unspecified) | -1.52 | -0.105 | -0.544 | 1.21 | x | x | i | 1.1 | 10.8% | 3.2 | 2.3 | 9.2 | 9.4% | -2.1 | 924 | -4.1 | 3.1 | i
O=C(CCC(=O)OCC(=O)c1ccc(Br)cc1)NC1CCCCC1 | 0.257 | -0.0475 | 0.203 | -0.174 | 0.48 | 876 | i | -5.1 | 13.8% | 2.6 | 1.6 | 4.7 | 15.3% | -2.6 | 1044 | 14.2 | 24.5 | i
O=C(Nc1ccccc1)c1cccnc1N1CCOCC1 | 0.453 | -0.217 | 0.843 | 0.15 | -0.39 | 1233 | i | 13.7 | -16.6% | 3.8 | 3.1 | 7.0 | -5.8% | x | x | 9.4 | 7.3 | i
OC(Cn1cncn1)c1ccc(Cl)cc1Cl (stereo unspecified) | -0.17 | -0.201 | -0.0257 | 0.375 | 0.29 | 1290 | i | -3.2 | -3.1% | 5.8 | 1.7 | 5.3 | -9.0% | 1.6 | 1115 | 37.5 | 30.6 | i
CCCC1(C(=O)OCC)NC(c2ccc(N(C)C)cc2)C2C(=O)N(c3ccccc3)C(=O)C21 (stereo unspecified) | 0.997 | -0.201 | 0.812 | -0.686 | 0.36 | 1218 | i | -1.0 | 3.3% | 2.6 | 1.5 | 5.3 | -5.6% | -1.6 | 1199 | 1.6 | 4.8 | i
Cc1ccc(C)n1-c1ccsc1C(=O)CC#N | -1.06 | -0.341 | -0.643 | 1.45 | 0 | 1348 | i | -6.4 | 11.0% | 2.3 | 2.5 | 3.1 | 2.2% | -1.8 | 1091 | -11.0 | 13.5 | i
O=C(NCCCNCCCNC(=O)c1ccccn1)c1ccccn1 | -0.552 | -0.266 | -0.14 | 0.502 | 0.81 | 794 | i | 9.7 | 4.0% | 5.1 | 3.2 | 5.5 | 12.1% | -1.9 | 1137 | -22.1 | -9.6 | i
Cc1c(C(=O)OC(C)CCN(C)C)oc2ccccc12 (stereo unspecified) | -1.17 | -0.16 | -0.476 | 0.698 | -0.59 | 1143 | i | 3.2 | -2.2% | 7.5 | 3.7 | 12.1 | -3.2% | -8.6 | 1007 | -1.5 | -3.6 | i
O=C(CCN1C(=O)c2ccncc2C1=O)NCc1ccc(Cl)cc1 | -0.271 | -0.0295 | 0.216 | 0.255 | x | x | i | 13.5 | 13.3% | 3.9 | 3.2 | 11.1 | 6.4% | x | x | 24.6 | -6.0 | i
Nc1ccccc1Oc1c(F)c(F)c(Oc2ccccc2N)c(F)c1F | 2.43 | 0.106 | 2.26 | -1.98 | 0.31 | 1431 | i | -8.7 | 17.2% | 4.3 | 1.0 | 1.4 | 18.8% | 1.3 | 918 | 22.0 | 4.7 | i
COc1ccc(Cc2nc3c4c(ncn3n2)Oc2ccc3ccccc3c2C4c2ccc(OC)c(OC)c2)cc1 (stereo unspecified) | 1.02 | -0.244 | 0.237 | 0.00792 | -0.13 | 1383 | i | 0.8 | 3.9% | 3.4 | 1.1 | 7.8 | 14.6% | 2.9 | 1065 | 24.7 | 3.1 | i
